POLH inh: inhibitors of human DNA polymerase eta. recombinant Pol eta, fluorescent DNA replication assay. Potency, µM (titrated, usually from 114 µM), without a hit: top-dose activity change, negative = inhibition, most hits filed as inhibitors. 1.2% of 390,000 active; note: % is set by controls: 0 for no effect and ±100 for the full control effect
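Pol eta (10 nM) was preincubated with compounds for 15 min at room temperature, after which fluorescent replication substrate (50 nM final) was added to start the reaction. Fluorescence was read kinetically at 0 and 10 min.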
Apoferritin bind: candidate novel general anesthetic via apoferritin binding; P02791; apoferritin/1-aminoanthracene competitive binding, fluorescence; Potency, µM (doses to about 77.5 µM), inactives show at the highest dose activity change, negative = displacement, usual class: inhibitors; 0.074% of 350,000 active; note: % is set by controls: 0 for no effect and ±100 for the full control effect; nearly all actives have a fitted effect of over 20% in size
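Horse-spleen apoferritin (10 uM) was mixed with 50% saturated 1-aminoanthracene in PBS, exposed to compounds for 10 min at room temperature, and read for fluorescence (ex 380 nm, em 535 nm). Competitive displacement was fitted with a four-parameter Hill equation.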
APE1 inh: inhibitors of human APE1 endonuclease; P27695; recombinant APE1, TAMRA/BHQ-2 abasic DNA cleavage fluorescence; Potency, µM (series often up to 65.8 µM), inactives show top-dose activity change, negative = inhibition, hits mostly inhibitors; 0.35% of 350,000 active; AID 2517;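 note: plate controls were vehicle for no effect and reference inhibitor for full effect; nearly all actives have a fitted effect of over 55% in size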
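Measures dequenching upon AP-site incision of a 5'-TAMRA/3'-BHQ-2 THF-containing duplex, 50 nM; human APE1 0.75 nM after 15 min room-temperature exposure to compound; kinetic three-point read at one-minute spacing.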
Pol beta inh: blocks human DNA polymerase beta activity | P06746 | Pol beta primer extension/strand displacement, fluorescence kinetic | Potency, µM (doses to about 114 µM), without a hit: at the highest dose activity change, negative = inhibition, most hits filed as inhibitors | 1.3% of 340,000 active | AID 485314; note: % is set by controls: 0 for no effect and ±100 for the full control effect
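Human Pol beta at 10 nM; strand-displacement substrate 50 nM final. Compound exposure 15 min at room temperature before start, reaction 10 min at room temperature.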
BLM helicase inh: blocks DNA unwinding by human BLM helicase. P54132. recombinant BLM DNA unwinding, fluorescence dequenching. Potency, µM (titrated, usually from 56.1 µM), inactives show at the top dose activity change, negative = inhibition, actives largely listed as inhibitors. 0.2% of 350,000 active. AID 2528;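 note: plate controls were vehicle for no effect and no enzyme for full effect; nearly all actives have a fitted effect of over 35% in size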
Target sequence (P54132 whole entry, looked up): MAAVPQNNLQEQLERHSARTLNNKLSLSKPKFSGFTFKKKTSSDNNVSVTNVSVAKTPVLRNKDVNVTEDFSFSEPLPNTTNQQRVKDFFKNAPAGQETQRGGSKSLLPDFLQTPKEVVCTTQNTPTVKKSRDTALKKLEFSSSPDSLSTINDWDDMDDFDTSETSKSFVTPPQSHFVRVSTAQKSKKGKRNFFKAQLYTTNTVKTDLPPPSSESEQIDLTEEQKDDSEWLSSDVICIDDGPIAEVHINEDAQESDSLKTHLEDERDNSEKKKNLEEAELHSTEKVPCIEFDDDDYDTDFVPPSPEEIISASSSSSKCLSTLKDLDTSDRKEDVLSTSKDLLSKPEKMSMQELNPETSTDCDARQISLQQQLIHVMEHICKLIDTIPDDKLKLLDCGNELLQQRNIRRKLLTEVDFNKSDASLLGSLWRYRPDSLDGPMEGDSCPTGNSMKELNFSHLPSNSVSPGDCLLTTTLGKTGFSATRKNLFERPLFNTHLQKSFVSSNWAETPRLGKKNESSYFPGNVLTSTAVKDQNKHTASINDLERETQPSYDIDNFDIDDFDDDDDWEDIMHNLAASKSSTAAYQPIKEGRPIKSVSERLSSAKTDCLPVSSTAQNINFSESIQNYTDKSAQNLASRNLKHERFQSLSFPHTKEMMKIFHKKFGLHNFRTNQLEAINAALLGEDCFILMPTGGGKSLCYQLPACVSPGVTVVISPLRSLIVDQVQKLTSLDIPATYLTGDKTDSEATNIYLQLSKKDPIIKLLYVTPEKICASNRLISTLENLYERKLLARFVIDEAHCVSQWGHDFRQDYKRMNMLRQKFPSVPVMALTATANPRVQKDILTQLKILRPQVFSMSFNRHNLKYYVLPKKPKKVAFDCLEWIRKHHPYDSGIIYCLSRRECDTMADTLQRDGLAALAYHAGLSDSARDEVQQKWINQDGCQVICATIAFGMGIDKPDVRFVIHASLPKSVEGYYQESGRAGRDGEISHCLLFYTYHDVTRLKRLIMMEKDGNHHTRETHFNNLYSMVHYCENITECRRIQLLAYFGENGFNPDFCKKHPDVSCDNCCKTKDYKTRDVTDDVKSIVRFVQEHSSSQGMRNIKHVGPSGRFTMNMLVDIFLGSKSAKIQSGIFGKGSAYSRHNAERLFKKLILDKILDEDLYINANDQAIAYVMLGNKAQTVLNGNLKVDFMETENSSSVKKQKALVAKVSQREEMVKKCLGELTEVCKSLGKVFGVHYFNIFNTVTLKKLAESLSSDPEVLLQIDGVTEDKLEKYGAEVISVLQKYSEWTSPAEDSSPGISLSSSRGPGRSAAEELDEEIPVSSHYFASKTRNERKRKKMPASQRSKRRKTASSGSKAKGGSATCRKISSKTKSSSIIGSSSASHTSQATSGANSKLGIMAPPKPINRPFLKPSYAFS
BAZ2B inh: blocks human BAZ2B; Q9UIF8; AlphaScreen BAZ2B-H3K14Ac peptide displacement; Potency, µM (series often up to 114 µM), for inactives: at the highest dose activity change, negative = inhibition, hits mostly inhibitors; 4.4% of 360,000 active; AID 504333; note: % is set by controls: 0 for no effect and ±100 for the full control effect; nearly all actives have a fitted effect of over 60% in size
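Inhibition is scored as reduced AlphaScreen emission. The BAZ2B/b-H3(5-23)K14Ac complex (50 nM each) in PBS pH 7.4, 0.01% Tween-20 meets compound (up to 110 uM) for 30 min at RT before bead addition.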
POLK inh: DNA polymerase kappa (human) inhibition; Q9UBT6; purified Pol kappa, fluorescent DNA synthesis assay, 10 min; Potency, µM (doses to about 107 µM), for the others: at the highest dose activity, negative = inhibition, hits mostly inhibitors; 0.53% of 400,000 active; AID 588579; note: % is set by controls: 0 for no effect and ±100 for the full control effect
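Fluorescent qHTS in 1536-well format: enzyme (10 nM) and compound sat 15 min at room temperature before 50 nM substrate (final) was added. Signal taken at 0 and 10 min; no-enzyme buffer wells were negative controls.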
POLI inh: blocks human DNA polymerase iota activity | Q9UNA4 | Pol iota fluorescent replication assay, 10 min | Potency, µM (titrated, usually from 115 µM), for inactives: top-dose activity, negative = inhibition, usual class: inhibitors | 1% of 390,000 active | AID 588590
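Fluorescent replication assay read twice, at 0 min and 10 min after adding 50 nM (final) substrate. Enzyme (10 nM) and compounds were first incubated 15 min at room temperature; enzyme-free buffer wells were negative controls.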
G9a block: G9a (human) methyltransferase inhibition; G9a H3K9 monomethylation, AlphaScreen, 2 h; Potency, µM (highest dose often 102 µM), for the others: top-dose activity, negative = inhibition, most hits filed as inhibitors; 8.8% of 350,000 active; note: % is set by controls: 0 for no effect and ±100 for the full control effect; nearly all actives have a fitted effect of over 75% in size
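Quantitative HTS format: methyltransferase activity on a biotin-tagged H3K9 peptide is measured by AlphaScreen, using a rabbit anti-monomethyl-H3K9 antibody with streptavidin donor and anti-IgG acceptor beads. Final levels are 20 nM enzyme, 500 nM peptide, 20 uM SAM; 2 h RT.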
The depositor's hits bear a star; & = joins results of further samples; [ ] = another dose, or the depositor's remark. Calls come from the whole dose curve; as a rule, active = well fitted curve in the direction sought with a large enough effect; inconclusive = small, poorly fitted or top-dose-only effect, or another doubt; inactive = no such curve, though single readings can be large; an effect the other way counts as inactive or inconclusive. Potency is the fitted concentration of half-maximal effect. Only part of the results is shown; count on the stated rates, not on these rows.

Screening Cc1ccccc1CN1CCN(C(=O)c2ccc(S(=O)(=O)NCc3ccco3)cc2)CC1 returned POLH inh -3%, APE1 inh 14%, BAZ2B inh -9%, POLK inh -8%, POLI inh 20% and G9a block 9%[59 µM].
`Cc1ncsc1C(=O)N1N=C2/C(=C/c3ccc(N4CCOCC4)cc3)CCCC2C1c1ccc(N2CCOCC2)cc1` (stereo unspecified) gave POLH inh -18%, Apoferritin bind -6%, APE1 inh -6%, Pol beta inh 18%, BLM helicase inh -5%, BAZ2B inh inconclusive, POLK inh -5%, POLI inh -6%[58.9 µM] and G9a block -14%[59 µM].
COc1ccc(OC)c(C(=O)c2coc3ccc(O)cc23)c1 was read as POLH inh -6%, Apoferritin bind -14%, APE1 inh 2%, Pol beta inh inconclusive, BLM helicase inh -6%, BAZ2B inh -31%, POLK inh -1%, POLI inh 3% and G9a block -14%[59 µM].
For NNC(=S)Nc1ccc(OC(F)(F)F)cc1 the results were POLH inh -4%, Apoferritin bind -13%, APE1 inh 11%, Pol beta inh -26%, BLM helicase inh -7%, BAZ2B inh -9%, POLK inh -2% and POLI inh 20%.
Screening Cc1cccc(NNC(=S)Nc2c(C)cccc2C)c1 returned POLH inh -21%, Apoferritin bind -6%, APE1 inh 29%, Pol beta inh 2%, BLM helicase inh -2%, BAZ2B inh 14µM*, POLK inh -2%, POLI inh inconclusive and G9a block 45µM*.
Screening CN1CCN(CCOC2Cc3ccccc3Sc3ccc(Cl)cc32)CC1 (stereo unspecified) returned POLH inh -9%, Apoferritin bind -9%, APE1 inh -9%, Pol beta inh 7%, BLM helicase inh -4%, BAZ2B inh inconclusive, POLK inh -11%, POLI inh -9% and G9a block inconclusive.
For CN(C)S(=O)(=O)c1ccc(NC(=O)COc2ncnc3sccc23)cc1 the results were POLH inh 1%, Apoferritin bind -8%, APE1 inh 0%, Pol beta inh 11%, BLM helicase inh -2%, BAZ2B inh -1%, POLK inh -12%, POLI inh 95%[activator] and G9a block 10%.
For COc1ccccc1NCC(=O)n1nc(C)cc1C the results were POLH inh -13%, Apoferritin bind -8%, APE1 inh 10%, Pol beta inh 28%, BLM helicase inh -4%, BAZ2B inh -1%, POLK inh -8%, POLI inh 8% and G9a block 0%[0.501 µM].
COC(=O)c1ccc2c(=O)n(CCc3ccc(S(N)(=O)=O)cc3)c(SCC(=O)C(C)(C)C)nc2c1 was read as POLH inh -7%, Apoferritin bind inconclusive, Pol beta inh 2%, BLM helicase inh 0%, BAZ2B inh 2%, POLK inh -9%[60.1 µM], POLI inh 15% and G9a block 2%[59 µM].
COc1ccc(OCc2cc(C(=O)NC3CCc4ccccc43)no2)c(Cl)c1 (stereo unspecified) was read as POLH inh -7%, Apoferritin bind inconclusive, APE1 inh 4%, Pol beta inh 18%, BLM helicase inh -2%, BAZ2B inh 0%, POLK inh -8%, POLI inh 19% and G9a block -6%.
Screening O=C(c1cccc(N2CCCC2=O)c1)N1CCN(c2ccc(F)cc2)CC1 returned POLH inh -12%, Apoferritin bind -5%, APE1 inh 38%, Pol beta inh 11%, BLM helicase inh 1%, BAZ2B inh -1%, POLK inh 11%, POLI inh 2% and G9a block 41%.
For CC1CC(CCC(=O)NC(=S)Nc2ccc(S(N)(=O)=O)cc2)C(=O)O1 (stereo unspecified) the results were POLH inh -6%, Apoferritin bind -3%, APE1 inh 3%, Pol beta inh -3%, BLM helicase inh 0%, BAZ2B inh 1%, POLK inh -3%, POLI inh 6% and G9a block -7%.
Screening CC(C)C[C@H](NC(=O)c1nc[nH]c1C(=O)N(C)Cc1ccccc1)C(=O)OC(C)(C)C returned POLH inh -22%, Apoferritin bind inconclusive, APE1 inh -7%, Pol beta inh -16%, BLM helicase inh -3%, BAZ2B inh -21%, POLK inh 0%, POLI inh -7% and G9a block -7%[12.7 µM].
Screening Clc1ccc(N2CCN(Cc3c[nH]c4ncccc34)CC2)cc1 returned POLH inh -23%, APE1 inh -9%&-4%&0%&-6%, Pol beta inh inconclusive, BLM helicase inh 1%, BAZ2B inh 6%, POLK inh inconclusive, POLI inh inconclusive and G9a block -29%[59 µM].
COC(=O)c1ccc(NC(=O)CN(C)S(=O)(=O)c2ccc3c(c2)CCCC(=O)N3)cc1 was read as POLH inh -12%, Apoferritin bind -13%, Pol beta inh 28%, BLM helicase inh 3%, BAZ2B inh 10%[57.1 µM], POLK inh 6%, POLI inh 36%[activator] and G9a block -7%[59 µM].
For Cc1ccc2c(c1)N(CC(=O)N1CCC(O)CC1)C(=O)CO2 the results were POLH inh -8%, Apoferritin bind 8%, APE1 inh -4%, Pol beta inh 15%, BLM helicase inh -2%, BAZ2B inh 2%, POLK inh -12%, POLI inh 44%[activator] and G9a block -11%.
COCCN1CCN(c2c3c(nc4cc(-c5cccc(F)c5)nn24)CCC3)CC1 was read as POLH inh -6%, Apoferritin bind -8%, APE1 inh 5%, Pol beta inh 1%, BLM helicase inh -9%, BAZ2B inh -4%, POLK inh -1%, POLI inh 17% and G9a block -4%[59 µM].
Screening O=C(C1CC1)N1CCN(c2nc3c(F)cc(F)cc3s2)CC1 returned POLH inh -15%, Apoferritin bind 5%, Pol beta inh 33%, BLM helicase inh 1%, BAZ2B inh -1%, POLK inh -16%[60.1 µM], POLI inh inconclusive and G9a block 23%[59 µM].
O=C(NCc1cccnc1)c1cc(Cl)ccc1[N+](=O)[O-] was read as POLH inh -13%, Apoferritin bind -7%, APE1 inh -2%, Pol beta inh inconclusive, BLM helicase inh 1%, BAZ2B inh 3%, POLK inh -1%, POLI inh 6% and G9a block -9%[59 µM].
Screening COc1ccc(N(C(=O)Cn2cnc3ccccc32)C(C(=O)NC2CCCCC2)c2ccccc2)cc1 (stereo unspecified) returned POLH inh -3%, Apoferritin bind -15%, APE1 inh -3%, Pol beta inh 18%, BLM helicase inh -3%, BAZ2B inh 1%, POLK inh -3%[60.1 µM], POLI inh inconclusive and G9a block 7%[59 µM].
For COc1ccc(-c2nn(-c3ccccc3)cc2/C=N/N2C(=O)CSC2=S)cc1 the results were POLH inh -18%, Apoferritin bind -10%, APE1 inh -2%, Pol beta inh 1%, BLM helicase inh -7%, BAZ2B inh -31%, POLK inh -8%, POLI inh -2% and G9a block 8%[59 µM].
COC(=O)c1[nH]c(C)c(/C(O)=C2\C(=O)C(=O)N(CCN3CCOCC3)C2c2cccnc2)c1C (stereo unspecified) was read as POLH inh -7%, Apoferritin bind -3%, APE1 inh inconclusive, Pol beta inh 30%, BLM helicase inh -1%, BAZ2B inh -4%, POLK inh -4%, POLI inh inconclusive and G9a block inconclusive.
Screening Cc1nc(CSc2ccc(Cl)cc2)cc(N2CCOCC2)n1 returned POLH inh -3%, Apoferritin bind -13%, APE1 inh -2%, Pol beta inh 33%, BLM helicase inh -4%, BAZ2B inh -5%, POLK inh -12%, POLI inh 4% and G9a block -7%[59 µM].
CC1CCCCN1S(=O)(=O)c1cccc(S(=O)(=O)N2CCOCC2)c1 (stereo unspecified) was read as POLH inh -22%, Apoferritin bind -1%, APE1 inh 2%, Pol beta inh 4%, BLM helicase inh 1%, BAZ2B inh -31%, POLK inh 3% and POLI inh 35%.
`CC1=CC(C)(C)NC(=S)N1c1cccc2ccccc12` gave POLH inh -12%, Apoferritin bind -11%, APE1 inh -1%, Pol beta inh 2%, BLM helicase inh -8%, BAZ2B inh -3%, POLK inh -1%, POLI inh -5% and G9a block -12%[59 µM].
Screening Cc1cccc(N2C(=O)C(Cl)=C(N3CCOCC3)C2=O)c1 returned POLH inh -17%, Apoferritin bind inconclusive, APE1 inh 16%, Pol beta inh 2%, BLM helicase inh 10%, BAZ2B inh 2%, POLK inh 0%, POLI inh 140%[activator] and G9a block inconclusive.
CC(=O)c1c(C)nc(-c2ccc3c(c2)OCO3)n1O was read as POLH inh -5%, Apoferritin bind -8%, APE1 inh -3%, Pol beta inh 4%, BLM helicase inh -2%, BAZ2B inh -32%, POLK inh -5%, POLI inh 5% and G9a block 56µM*.
For CCN(CC)c1ccc(/C=N/N2CC(=O)NC2=S)cc1 the results were POLH inh -6%, APE1 inh 24%, BAZ2B inh -1%, POLK inh -8%, POLI inh -17% and G9a block 7.9µM*.
COCC(=O)Nc1ccc(C(N)=O)cc1 was read as POLH inh -3%, Apoferritin bind -6%, APE1 inh 0%, Pol beta inh 17%, BLM helicase inh 1%, BAZ2B inh 2%, POLK inh -14%, POLI inh 4% and G9a block 0%.
Screening COc1ccc(NC(=O)CSc2nnc(-c3nonc3NC(C)=O)n2C)cc1Cl returned POLH inh -6%, Apoferritin bind 6%, Pol beta inh 4%, BLM helicase inh -5%, BAZ2B inh -3%, POLK inh -24%, POLI inh 8% and G9a block -8%[59 µM].
Screening NNC(=O)c1nc(-c2cccc(-n3cccc3)c2)no1 returned POLH inh -18%, Apoferritin bind 2%, APE1 inh 1%, Pol beta inh 1%, BLM helicase inh -1%, BAZ2B inh -20%, POLK inh 2% and POLI inh 33%[activator].
Screening Cc1ccc(C2c3[nH]c4ccccc4c3CCN2C(=O)CSc2ccccc2)cc1 (stereo unspecified) returned POLH inh -12%, Apoferritin bind 0%, Pol beta inh 2%, BLM helicase inh -10%, BAZ2B inh -29%, POLK inh -7%[60.1 µM], POLI inh -7% and G9a block inconclusive.
CC1CN(c2nc3ccccc3nc2C(C#N)C(=O)OC2CCCCC2)CC(C)O1 (stereo unspecified) was read as POLH inh -21%, Apoferritin bind 35%[activator], APE1 inh -2%, Pol beta inh 3%, BLM helicase inh 2%, BAZ2B inh 11%, POLK inh -12%, POLI inh 14% and G9a block 14%[59 µM].
CC1CCC(Nc2ncnc3onc(-c4ccc(Cl)cc4)c23)CC1 (stereo unspecified) was read as POLH inh -18%, Apoferritin bind -7%, Pol beta inh 4%, BLM helicase inh -4%, BAZ2B inh 22%[57.1 µM], POLK inh 0%, POLI inh 2% and G9a block 0%[59 µM].

2 compounds drawn at random from those above, as already listed:
COCC(=O)Nc1ccc(C(N)=O)cc1 was read as POLH inh -3%, Apoferritin bind -6%, APE1 inh 0%, Pol beta inh 17%, BLM helicase inh 1%, BAZ2B inh 2%, POLK inh -14%, POLI inh 4% and G9a block 0%.
Screening Cc1ccc(C2c3[nH]c4ccccc4c3CCN2C(=O)CSc2ccccc2)cc1 (stereo unspecified) returned POLH inh -12%, Apoferritin bind 0%, Pol beta inh 2%, BLM helicase inh -10%, BAZ2B inh -29%, POLK inh -7%[60.1 µM], POLI inh -7% and G9a block inconclusive.
